Screening data (PubChem BioAssay)
Ba/F3 V617F tox: reduced viability of JAK2V617F-dependent Ba/F3 cells, primary screen, JAK2V617F inhibitor project, cell-based, Ba/F3 EpoR-JAK2V617F, luminescence; ATP luminescence; inhibition, % at 5.6 µM; hit rate 1.1% among 220,000;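 active = inhibition above the campaign mean plus 3 SD over all tested compounds, cut at about 24% in these data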;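 note: cytokine-independent growth of Ba/F3 cells driven by EpoR plus mutant JAK2; 0% = DMSO-treated cells and 100% = JAK inhibitor I control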
Furin inhibitor: human furin inhibitors, primary screen, biochemical, fluorescence intensity. purified furin, fluorogenic substrate cleavage. inhibition, % at 30 µM. hit rate 0.061% among 220,000; in the data active = inhibition above about 25%; note: inactives centre near -15
RBBP9 inhibitor: human RBBP9 inhibitors, primary screen, biochemical, fluorescence polarization, FP-Rh probe, HTS | Serine hydrolase RBBP9 (Homo sapiens), O75884 | recombinant RBBP9 | inhibition, % at 7.94 µM | hit rate 0.2% among 220,000 | AID 1515, 2009;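 active = inhibition above the campaign mean of all tested compounds plus 3 SD, cut at about 14% in these data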;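 note: plate controls were DMSO wells with RBBP9 for no effect and wells lacking RBBP9 protein for full effect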
Target sequence (O75884 whole entry, looked up): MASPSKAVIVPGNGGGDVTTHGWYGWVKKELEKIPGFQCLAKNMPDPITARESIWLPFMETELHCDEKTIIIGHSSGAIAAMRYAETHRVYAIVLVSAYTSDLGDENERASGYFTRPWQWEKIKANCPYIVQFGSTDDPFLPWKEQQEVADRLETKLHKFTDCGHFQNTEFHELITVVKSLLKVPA
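system = RBBP9 protein | input = RBBP9 at 2.5 µM in dispensed solution, before mixing | measured by = fluorescence polarization (mP), excitation 525 nm, emission 598 nm | incubation = enzyme-compound preincubation 30 min, then probe labeling 45 min, 25 °C | buffer or medium = Tris-NaCl-Pluronic buffer, pH 8.0 | compound = single dose 7.94 µM | also added = FP-Rh probe, 375 nM dispensing solution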
TbHK1 inh: Trypanosoma brucei hexokinase 1 inhibitors, primary screen, biochemical, G6PDH-coupled NADH absorbance, MLSCN library; recombinant TbHK1, G6PDH-coupled NADH A340; inhibition, % at 10 µM; hit rate 0.11% among 220,000; AID 1430, 2008;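 active = inhibition of 50% or more in the single-dose primary screen; inactive = inhibition below 50%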
p47phox inh: p47phox/p22phox peptide binding inhibitors, primary screen, biochemical, uHTS, NADPH oxidase regulatory subunit; fluorescence polarization, 2 h; inhibition, % at 24.7 µM; hit rate 0.53% among 220,000; AID 1274, 2008;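 active = inhibition above about 30%, limit read from the data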;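 note: 0% = p47phox with labelled peptide and 100% = labelled peptide alone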
Target sequence (P14598 whole entry, looked up): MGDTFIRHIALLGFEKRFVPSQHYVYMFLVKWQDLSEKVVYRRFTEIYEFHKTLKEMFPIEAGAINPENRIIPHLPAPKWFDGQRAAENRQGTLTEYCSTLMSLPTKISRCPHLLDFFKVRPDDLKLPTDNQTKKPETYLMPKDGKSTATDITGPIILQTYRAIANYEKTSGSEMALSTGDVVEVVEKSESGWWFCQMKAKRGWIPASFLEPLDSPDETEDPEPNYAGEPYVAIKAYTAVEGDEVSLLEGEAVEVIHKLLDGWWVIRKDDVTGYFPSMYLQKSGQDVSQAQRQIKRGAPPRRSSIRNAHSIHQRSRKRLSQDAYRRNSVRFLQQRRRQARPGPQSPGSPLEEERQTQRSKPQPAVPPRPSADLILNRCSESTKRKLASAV
PPC-1+TRAIL kill: compounds killing PPC-1 cancer cells with TRAIL present, primary screen, TRAIL potentiator project, ATPLite luminescence, uHTS; cell killing (% activity), % at 4 µM; PPC-1 cells + TRAIL, ATPLite viability luminescence; hit rate 0.41% among 220,000;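 active = cell killing above 50% in the first pass at 4 µM, then a duplicate retest at 5 µM averaging 50% or more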;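 note: plate controls were cells with TRAIL plus DMSO for no effect and medium-only wells lacking cells for full effect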
EP2 antag: human EP2 receptor antagonists, primary screen, TR-FRET cAMP, C6 glioma cells; hit rate 0.52% among 260,000; inhibition, % at 25 µM; AID 1422, 2008; Prostaglandin E2 receptor EP2 subtype (Homo sapiens), P43116; C6 glioma cells expressing human EP2; cells stimulated with saturating PGE2;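 active = percent inhibition above 40 after rounding to a whole number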;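 note: rat C6 glioma host cells with rolipram phosphodiesterase inhibitor present; the protocol text gives 20 µM as final concentration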
Target sequence (P43116 whole entry, looked up): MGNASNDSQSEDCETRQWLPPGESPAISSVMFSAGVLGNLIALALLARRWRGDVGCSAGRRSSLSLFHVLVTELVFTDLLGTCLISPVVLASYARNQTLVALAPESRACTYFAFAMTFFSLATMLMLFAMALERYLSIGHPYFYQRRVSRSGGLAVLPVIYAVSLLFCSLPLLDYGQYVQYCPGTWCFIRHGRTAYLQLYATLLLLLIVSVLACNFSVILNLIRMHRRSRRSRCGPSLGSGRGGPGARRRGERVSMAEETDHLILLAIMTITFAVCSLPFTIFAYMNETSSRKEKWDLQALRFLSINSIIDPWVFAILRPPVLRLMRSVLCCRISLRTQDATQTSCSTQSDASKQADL
BaF3 tox: parental Ba/F3 cell viability inhibition, counter-screen for JAK2V617F inhibitor project, murine pro-B, CellTiter-Glo luminescence. CellTiter-Glo ATP luminescence. inhibition, % at 5.6 µM. hit rate 1.1% among 220,000. AID 1486, 2009;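 active = inhibition above a per-campaign cutoff, the mean inhibition of all tested compounds plus 3 SD, cut at about 27% in these data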;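 note: 0% = DMSO wells and 100% = JAK Inhibitor I control wells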
p97 inhibitor: inhibitors of human p97 ATPase, primary screen, biochemical. Transitional endoplasmic reticulum ATPase (Homo sapiens), P55072. recombinant p97 ATPase, Kinase-Glo ATP luminescence, 3 h. inhibition, % at 8 µM. hit rate 0.42% among 220,000. AID 1481, 2009; in the data active = inhibition above about 15%;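 note: 0% = DMSO vehicle and 100% = wells lacking enzyme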
* marks the source's active call; other numbers are inactive results; x = not tested or not shown; & = joins results of further samples; [ ] = dose if it differs, or a comment. Some of the compounds tested; count on the stated rates, not on these rows.

SMILES	Ba/F3 V617F tox	Furin inhibitor	RBBP9 inhibitor	TbHK1 inh	p47phox inh	PPC-1+TRAIL kill	EP2 antag	BaF3 tox	p97 inhibitor
O=C(CCCn1c(=O)c2sccc2n(Cc2ccc(F)cc2)c1=O)NCc1ccco1	-2	-28[20 µM]	3	-1	-5	5	9	3	3
COc1cc([N+](=O)[O-])cc2cc(C(=O)N3CCN=C3c3ccccc3)c(=O)oc12	0	-15	-8	-6	-5	-3	6	7	1
O=C(NCc1ccc(F)cc1)c1ccc(CNc2c(N3CCOCC3)c(=O)c2=O)cc1	-2	-25	4	-4	-14	0	7	0	5
CSc1ncc(CN2CCN(C(C)C)C(CCO)C2)cn1 (stereo not given)	-4	-24	-8	-4	1	18	8	1	0
Cc1cc(C)c2cc(C#N)c(N3CCCC3)nc2c1	-5	-13	3	4	-19	0	4&5	0	5
Cc1cccc(N=C2NC(=O)/C(=C/c3cccnc3)S2)c1	-3	-17	-9	-44	-29	-17	9	1	2
CC(C)CNC(=O)NC(=O)COC(=O)c1cc(F)cc(F)c1	0	-21	-4	3	-7	-2	16	4	2
C=CCn1cc(C(=O)NCc2ccc(Cl)cc2)c(=O)c2cc(S(=O)(=O)N(CC)CC)ccc21	1	-14	-11	-6	-8	7	9	4	-2
O=C(/C=C/c1ccc(S(=O)(=O)N2CCOCC2)cc1)N(CCO)Cc1ccccc1	6	-4	-2	-4	-4	18	10	11	-3
CC(=O)N1C(C)(C)CC(=NOC(=O)c2ccc(C)cc2)CC1(C)C	-4	-11	-3	1	15	13	2	0	1
CCOC(=O)C1=C(N)Oc2cc(O)ccc2C1c1cccc([N+](=O)[O-])c1 (stereo not given)	1	-16	-3	-2	-11	4	5	5	3
CN1CCCC(OC(=O)CCCCC(=O)OC2CCCN(C)C2)C1 (stereo not given)	-2	-18	-2	-1	7	-1	22	-1	6
CC(=O)Nc1ccc(OS(=O)(=O)c2c(C)cc(C)cc2C)cc1	2	-17	-8	-5	-16	5	10	10	2
O=C(NC1=NCCS1)c1cc(-c2cccc(Br)c2)nc2ccccc12	1	-18	-16	-6	-33	30	6	5	-2
CC(C)C(=O)N1CCN(c2ccc(NC(=O)c3ccc(Br)o3)cc2)CC1	-2	1[20 µM]	3	-8	-2	-15	11	2	1

Compound profiles, as listed above. Order of screens: Ba/F3 V617F tox, Furin inhibitor, RBBP9 inhibitor, TbHK1 inh, p47phox inh, PPC-1+TRAIL kill, EP2 antag, BaF3 tox, p97 inhibitor
CCOC(=O)C1=C(N)Oc2cc(O)ccc2C1c1cccc([N+](=O)[O-])c1 (stereo not given) is entered as 1, -16, -3, -2, -11, 4, 5, 5, 3
CC(C)C(=O)N1CCN(c2ccc(NC(=O)c3ccc(Br)o3)cc2)CC1 is entered as -2, 1[20 µM], 3, -8, -2, -15, 11, 2, 1

(listing goes on)
SMILES	Ba/F3 V617F tox	Furin inhibitor	RBBP9 inhibitor	TbHK1 inh	p47phox inh	PPC-1+TRAIL kill	EP2 antag	BaF3 tox	p97 inhibitor
CCn1ncc(Cl)c1C(=O)Nc1cc(Cl)ccc1Cl	-3	-20[20 µM]	-1	11	-5	-6	7	1	-1
COC(=O)c1scc(C)c1NC(=O)Nc1ccccc1	-2	-14[20 µM]	-7	1	0	18	12	0	3
Cc1ccccc1Cn1c(=O)[nH]c2ccccc21	x	-27	x	2	-7	6	5	x	x
COc1ccccc1Nc1cc(N2CCOCC2)c2nonc2c1[N+](=O)[O-]	3	-21	0	-5	-3	-12	11	2	0
O=C1OC(Cc2ccccn2)C(O)=C1C1=NCCCN1 (stereo not given)	-1	-6	-12	20	-15	24	11	3	4
CCc1nc(SCC(=O)Nc2c(C)nn(C)c2C)c2cnn(-c3ccccc3)c2n1	0	-20[20 µM]	-9	0	7	7	x	2	6
O=c1oc2ccc3ccccc3c2cc1-c1nc2ccccc2o1	-3	-22[20 µM]	-3	11	x	x	12	2	10
Fc1cccc(CO/N=C/c2c(-c3ccccc3)nc3ccc(Cl)cn23)c1	-3	-15[20 µM]	0	-14	-7	-3	0	-1	0
CCOC(=O)Nc1ccc(OC)c([N+](=O)[O-])c1	1	-19	-10	-3	-11	-3	-3	9	3
COc1ccc(C(=O)Nc2nc(N)n(-c3ccccc3)n2)cc1	4	-18	-2	0	0	9	6	2	-1
Cc1ccc(C)c(S(=O)(=O)c2c(N)n(/N=C/c3ccco3)c3nc4ccccc4nc23)c1	-3	-12	-11	-18	-80	15	14	2	0
O=S(=O)(c1ccc2nc(-c3ccccc3)[nH]c2c1)N1CCN(c2cccc(Cl)c2)CC1	-3	-15	-21	-5	9	19	6	0	2
c1ccc2c(c1)CC(N1CCCCC1)c1ccccc1N2 (stereo not given)	2	-17	-1	-1	-5	32	2	2	-2
Cc1nc(N2CCOCC2)c2cc(-c3ccccc3)sc2n1	-1	-6	-10	-17	0	7	16	5	-2
CCCCS(=O)(=O)NC1=NCN(CCOC(=O)c2ccccc2)CN1	-3	-14[20 µM]	-5	1	x	x	13	3	1

Results in Ba/F3 V617F tox and EP2 antag, for some of the entries so far:
Structure | Ba/F3 V617F tox | EP2 antag
Cc1ccc(C)c(S(=O)(=O)c2c(N)n(/N=C/c3ccco3)c3nc4ccccc4nc23)c1 | -3 | 14
O=S(=O)(c1ccc2nc(-c3ccccc3)[nH]c2c1)N1CCN(c2cccc(Cl)c2)CC1 | -3 | 6
c1ccc2c(c1)CC(N1CCCCC1)c1ccccc1N2 (stereo not given) | 2 | 2

Continued.
SMILES	Ba/F3 V617F tox	Furin inhibitor	RBBP9 inhibitor	TbHK1 inh	p47phox inh	PPC-1+TRAIL kill	EP2 antag	BaF3 tox	p97 inhibitor
Cc1ccc(NC(=O)c2ccc(CSc3ccccn3)cc2)c(O)c1	-2	-11	-3	2	-2	16	20	-3	6
COCc1cc(C)nc(SCC(=O)Oc2ccc(Cl)cc2)c1C#N	1	-20	-12	0	15	19	2	6	1
O=c1c(C/C=C/c2ccccc2)c(O)ccn1Cc1ccc(Cl)cc1Cl	-1	-9	0	-3	-2	26	12	-1	1
Cc1ccc(OCCOCCN2CCCCC2)c([N+](=O)[O-])c1	-4	-7	-3	3	-2	2	5	-1	3
CCOc1ccc(S(=O)(=O)Oc2ccc3ccccc3c2)cc1	0	-11	-11	0	-9	22	5	2	-4
CSc1nc2c(c(=O)[nH]1)C(c1ccc(F)cc1)CC(=O)N2 (stereo not given)	2	-20	-1	-5	-4	25	10	10	5
CCOC(=O)C1(CCCc2ccccc2)CCN(C(=O)Cc2nonc2C)CC1	4	-13	-10	-2	2	-11	7	4	-4
Cc1[nH]c(=O)[nH]c(=O)c1S(=O)(=O)N1CCCC(C(=O)N2CCN(c3ccccc3Cl)CC2)C1 (stereo not given)	1	-4[20 µM]	-3	-4	-12	-11	11	4	6
COC(=O)COC(=O)c1ccccc1NC(=O)c1ccccc1	0	-26	-5	0	-7	-11	7	6	3
O=C(CCN1CCCCCC1)Nc1ccc(F)c(F)c1	0	-21	1	2	-18	4	8	1	3
Cn1c(CSc2nc3ccccc3n2C)nc2ccccc21	-3	1[20 µM]	-10	0	-1	4	12	2	5
Cc1cc(SCC(=O)NCCN2C(=O)CSC2=O)nc2ccccc12	7	-11	-11	-3	-5	4	11	25	-2
COc1ccc(-c2nc3ncnn3cc2C)cc1F	0	-38	5	-7	6	25	5	4	1
O=C(NCc1ccccn1)c1cc(-c2ccccc2Cl)on1	-2	-1[20 µM]	-9	6	-8	24	10&10	0	1
N#Cc1ccc(Sc2nc3ccccc3[nH]2)cc1C#N	-3	-14	5	-11	-4	10	1	2	13
O=C(NC1CCN(CC(=O)N(c2ccccc2)c2ccccc2)CC1)c1ccc([N+](=O)[O-])cc1	-2	-28	-8	1	-4	3	11	7	6
Cc1ccc(NC(=O)c2c(C)nn(-c3ccccc3)c2Cl)cc1	-2	-9	-8	-4	9	-16	9	5	3
O=[N+]([O-])c1ccccc1-c1cc(-c2cc(Cl)ccc2O)n[nH]1	1	-14	-12	13	-30	0	8	4	7
COc1ccc(OC)c(CN2C(=O)c3ccccc3C2C(=O)NCc2cccnc2)c1 (stereo not given)	4	-10	-10	1	-8	3	12	10	-6
CN(C(=O)COC(=O)c1cc([N+](=O)[O-])ccc1N1CCCC1)C1CCS(=O)(=O)C1 (stereo not given)	0	-6	-6	-10	0	20	5	3	2
COCCCNC(=O)CN(Cc1ccc(Cl)cc1)S(C)(=O)=O	-2	-7[20 µM]	9	-3	-1	17	6	2	-1
CC1(C)SCC2C(=O)N3C(CSC3(C)C)C(=O)N21 (stereo not given)	0	-7	-6	-1	-5	-2	15	7	-3
CCOC(=O)CSC(CC)C(=O)Nc1nnc(CC)s1 (stereo not given)	-3	-30	-6	-5	-1	3	8	5	1
Cc1cc(SCc2cc(=O)[nH]c3ccccc23)nc2ccccc12	8	8[20 µM]	-9	8	-13	-16	13	13	-8
Cc1nn(-c2ccccc2)c(C)c1/C=N/O	2	-16[20 µM]	-4	3	-2	16	14	7	1
COc1cc(C(c2c(C)[nH][nH]c2=O)c2c(C)[nH][nH]c2=O)ccc1OS(=O)(=O)c1ccccc1	-1	-8[20 µM]	-9	7	-8	14	8	2	2
CCC(C)(C)NC(=O)C(c1ccc(OC)cc1)N(Cc1cccs1)C(=O)CCC(=O)Nc1cc(C)on1 (stereo not given)	4	-9[20 µM]	-7	-1	1	13	17	6	-2
Nn1c(Nc2ccccc2)nc2sc3c(c2c1=O)CCC3	-4	-15	-2	-17	-26	27	-3	-1	3
CCn1c(SCC(=O)Nc2ccccc2N2CCOCC2)nnc1-c1ccccc1O	-4	6[20 µM]	-2	3	-9	-2	11	-1	1
CCc1cc(=O)oc2cc(OC(C)=O)cc(OC(C)=O)c12	-1	-44[20 µM]	-9	-24	-1	20	14	2	2
CCNC(=O)CC1C(=O)N(c2ccc(F)cc2)C(=O)N1Cc1ccccn1 (stereo not given)	3	-8	-8	20	-9	9	7	3	-3
Cc1nn(CCCC(=O)Nc2ccc(Br)cc2F)c(C)c1[N+](=O)[O-]	-2	-16	-1	20	-7	10	14	3	3
C/C(=C1/SC(N2CC(C)OC(C)C2)=NC1=O)c1ccccc1 (stereo not given)	0	-6[20 µM]	-3	-26	-2	6	2	7	0
Cn1nc(C(=O)Nc2ccc(S(=O)(=O)N3CCCC3)cc2)ccc1=O	2	-28	-7	-2	-12	1	6	4	3
Cc1ccc(-c2nnc3n2N=C(c2ccccc2)CS3)cc1	0	-32	-4	2	-3	14	4	8	-1
CCCS(=O)(=O)c1c(S(=O)(=O)CCC)c2c3ccccc3ccn2c1C(N)=O	-2	-12	-9	-14	-6	36	6	3	1
O=C(CN1CCN(c2ccc(Cl)cc2)CC1)Nc1ccc(F)c(F)c1	1	-13	1	3	-11	-19	10	4	-1
N#C/C(=C\c1ccc(OCc2ccc(C(=O)O)cc2)cc1)C(=O)N1CCOCC1	2	-11	-9	-22	-13	6	9	8	4
COc1cc(C(N)=O)ccc1OCc1ccccc1	2	-21[20 µM]	0	-3	-4	11	16	8	-1
Cc1cc(C)n(NC(=S)NC2CCCCC2)c(=O)c1C#N	-2	-6	10	-37	-2	2	11	1	8
CN(C)S(=O)(=O)Oc1ccccc1C(=O)Nc1ccccc1Cl	3	-24	1	-7	1	16	3	10	1
